# Screens deposited in PubChem by several laboratories.
# Diaphorase act: diaphorase activation or chemical reduction counter-screen; activation factor at 20 µM; Diaphorase/resazurin coupled assay, resorufin fluorescence, 16 min; stronger effect = higher value; 1 = vehicle wells, 0 = NADH-free wells; 190,000 tested, 0.005% active;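 active = diaphorase activity raised at least twofold by the compound at 20 µM; inactive = activation factor below 2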
#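 Material: purified diaphorase enzyme from Clostridium kluyveri; Also added: 0.114 mM NADH and 0.1 mM resazurin, final amounts; Doses: single compound dose of 20 µM, 1% DMSO final; Times: 16 min enzyme reaction, ambient temperature; Detection: resorufin fluorescence, excitation 544 nm, emission 590 nm; Measure: increased resorufin signal from activators or reducing compounds.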
# DTT redox prof: compounds producing H2O2 with reducing agent – biochemical, NIH compound library profiling, artefact control for MLSCN library redox annotation, primary screen; DTT-dependent redox cycling H2O2, phenol red/HRP absorbance; 100% = 100 µM peroxide control, 0% = buffer; activation, % at 10 µM; 200,000 tested, 0.03% active;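 active = activation of at least 50% relative to the plate's high and low controls in the primary single-dose screen; inactive = activation below 50%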;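 note: compound incubated with DTT at 0.8 mM final as the reducing agent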
# TLR4 MyD88 comp: inhibitors of human TLR4-MyD88 binding; AID 861; 200,000 tested, 0.18% active; O00206+Q99836; inhibition, % at 8.4 µM; HeLa CL3-4 TLR4/MyD88 BLA complementation, FRET ratio; in the data active = inhibition above about 25%;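 note: 0% = vehicle and 100% = reference inhibitor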
# S1P3 antagonist: S1P3 (human) receptor antagonism; CHO S1P3 NFAT-BLA reporter, FRET fluorescence, antagonist mode; inhibition, % at 4.98 µM; 170,000 tested, 0.27% active;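 active = inhibition above the plate cutoff, the mean inhibition of test wells on that plate plus 3 SD, cut at about 28% in these data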;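 note: cells challenged with S1P at its EC80 of 0.8 µM; blue over green emission ratio from cleaved BLA substrate after 4 h stimulation; 0% = S1P-stimulated wells and 100% = unstimulated DMSO-only wells; some compounds past the cut are filed as inactive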
# Target sequence (Q99500 whole entry, looked up): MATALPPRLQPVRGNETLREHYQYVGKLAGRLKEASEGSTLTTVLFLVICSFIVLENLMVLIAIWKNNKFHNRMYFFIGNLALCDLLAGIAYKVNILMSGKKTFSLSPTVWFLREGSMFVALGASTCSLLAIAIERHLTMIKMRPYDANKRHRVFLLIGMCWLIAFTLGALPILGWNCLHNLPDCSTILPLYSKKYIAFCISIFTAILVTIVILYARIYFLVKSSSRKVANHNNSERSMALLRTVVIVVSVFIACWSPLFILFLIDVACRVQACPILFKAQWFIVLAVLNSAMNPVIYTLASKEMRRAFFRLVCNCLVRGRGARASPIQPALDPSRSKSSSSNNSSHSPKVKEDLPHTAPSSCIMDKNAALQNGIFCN
# G6PDH counter: counter-screen for G6PDH assay hits: L. mesenteroides G6PDH inhibition. inhibition, % at 5 µM. 200,000 tested, 0.12% active. Purified L. mesenteroides G6PDH, diaphorase/resazurin coupled fluorescence, 45 min
# Diaphorase inh: inhibits diaphorase or chemically oxidizes, flagging diaphorase assay artifacts | diaphorase resazurin-to-resorufin fluorescence, NADH, 16 min; bacterial (C. kluyveri) enzyme, not human | inhibition, % at 20 µM | 190,000 tested, 0.69% active | AID 1217;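 active = primary screen inhibition at 20 µM above a set limit, cut at about 50% in these data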;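 note: plate controls were DMSO with full reaction for no effect and wells lacking NADH for full effect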
#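 Assay system: diaphorase enzyme from Clostridium kluyveri. Quantity: enzyme working solution with 0.14 U/mL diaphorase. Schedule: reaction incubation of 16 min at room temperature. Technique: resorufin fluorescence, excitation 544 nm, emission 590 nm. Controls: No-NADH positive control and DMSO neutral control.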
# PMI act satM6P: increases human PMI activity with near-saturating mannose 6-phosphate. coupled PMI enzyme assay, resazurin fluorescence, 20 min; stronger effect = higher value; 1 = untreated enzyme, 0 = substrate-free blank. activation factor at 20 µM. 190,000 tested, 0.34% active. AID 1216;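 active = activation factor of 2 or more at 20 µM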
# Target sequence (P34949 whole entry, looked up): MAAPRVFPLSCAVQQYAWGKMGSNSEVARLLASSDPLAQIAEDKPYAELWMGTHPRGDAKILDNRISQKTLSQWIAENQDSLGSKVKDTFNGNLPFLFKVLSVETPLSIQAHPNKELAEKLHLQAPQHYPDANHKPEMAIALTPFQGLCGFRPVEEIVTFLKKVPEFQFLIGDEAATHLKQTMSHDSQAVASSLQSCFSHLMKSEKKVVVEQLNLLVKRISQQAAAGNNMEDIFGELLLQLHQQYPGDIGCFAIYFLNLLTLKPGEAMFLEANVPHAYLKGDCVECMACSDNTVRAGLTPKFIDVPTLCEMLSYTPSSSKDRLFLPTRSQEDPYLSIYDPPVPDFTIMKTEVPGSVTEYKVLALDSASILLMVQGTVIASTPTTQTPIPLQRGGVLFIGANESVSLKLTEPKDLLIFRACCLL
#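 Test system: human phosphomannose isomerase with PGI, G6PDH, diaphorase coupling enzymes; amount: 15 ng/mL PMI; incubation: enzyme reaction with compound 20 min at room temperature; technique: resorufin fluorescence (Ex 544/Em 590 nm) from resazurin via diaphorase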
# L major viab: reduces viability of Leishmania major promastigotes; 200,000 tested, 9% active; inhibition, % at 10 µM; resazurin fluorescence viability;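 note: promastigotes grown with compound for 44 hours at 28 °C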
# RAM inhibit: inhibitors of the yeast RAM network. S. cerevisiae dse1pr::URA3 reporter, 5-FOA growth OD615, 2 d; analog-sensitive cbk1-as2 kinase mutant strain. 190,000 tested, 1.8% active. inhibition, % at 50 µM;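 active = inhibition above a set limit, 3 SD over mean compound inhibition, cut at about 8.4% in these data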;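 note: 0% = DMSO-only wells with no growth and 100% = 10 µM 1-NA-PP1 full growth; inhibition rescues growth on 5-FOA so higher OD means more RAM inhibition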
# Hsp70 activator: Hsp70 transcriptional activation, primary screen; AID 1203; 200,000 tested, 0.04% active; activation, % at 10 µM; HeLa Hsp70 promoter luciferase reporter, luminescence; scaled: vehicle 0, proteasome-inhibitor control 100%;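 active = activation above the mean across all tested compounds plus 3 SD, cutoff set per campaign, cut at about 5.5% in these data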;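 note: 100% = MG132 at 30 µM as the positive control and 0% = DMSO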
# PMI act: phosphomannose isomerase (human) activation; P34949; 190,000 tested, 0.005% active; activation factor at 20 µM; purified human PMI, coupled resazurin fluorescence, 20 min; stronger effect = higher value; 1 = vehicle control, 0 substrate-free wells;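 active = activation factor of 2 or more at 20 µM, relative to plate controls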
# * marks the source's active call; other numbers are inactive results; . = no result given. Cut-off read from the data, not from the text of the source, unless noted: active = inhibition above about 50%; inactive = the rest.
SMILES,Diaphorase act,DTT redox prof,TLR4 MyD88 comp,S1P3 antagonist,G6PDH counter,Diaphorase inh,PMI act satM6P,L major viab,RAM inhibit,Hsp70 activator,PMI act
CCOC(=O)c1c(C)[nH]c(C(=O)N2CCN(c3ccc(OC)cc3)CC2)c1C,0.9,-1.7,-8,11,-2,10,0.9,-5,0.0,-0.4,1
O=[N+]([O-])c1ccc(NC(=S)N2CCOCC2)cc1,0.9,-0.3,2,3,1,11,0.9,-4,1.1,0.1,0.9
CC(=O)c1cccc(NC(=O)c2ccco2)c1,1,-0.3,9,-4,1,3,1,15,0.6,0.0,1
COc1ccc(N(CC(=O)NCCSc2ccccn2)S(C)(=O)=O)cc1Cl,0.9,-1.6,3,.,1,11,1,-6,2.4,-0.3,1
CC(=O)Nc1ccc(/C(C)=N/NC(=O)CN(c2ccccc2Br)S(C)(=O)=O)cc1,0.8,-0.6,4,-4,11,16,0.9,50*,1.2,-0.6,0.9
COc1cccc(CNC(=O)C2CCC(CNc3nc(=S)[nH]c4ccccc34)CC2)c1 (stereo not drawn),1,0.2,-10,-4,2,2,1,-1,2.8,-0.3,1
Cc1cc(F)ccc1S(=O)(=O)Nc1ncnc2sccc12,1,-1.1,-12,-12,1,3,1,3,1.8,-0.4,1.1
CSc1nnc(-c2sccc2OCc2ccc(C)cc2)n1C,0.9,-4.6,-6,.,-3,8,1.1,6,1.1,-0.1,1.1
O=C(Nc1ccc(C(=O)N2CCCC2)cc1)c1ccccc1F,1,0.3,12,-14,2,4,1.1,-13,0.5,0.3,1
COc1ccc(C(=O)NC(=S)Nc2ccc(NC(=O)c3ccco3)cc2)cc1[N+](=O)[O-],0.8,0.1,-3,-8,7,20,0.9,-5,3.5,-0.3,0.7
CN(Cc1ccccn1)Cc1cn(Cc2ccccc2)nc1-c1ccc2c(c1)OCO2,1,-1.9,-2,2,12,-4,0.9,37,1.5,-0.1,0.9
O=C(c1cc2n(n1)C(C(F)(F)F)CC(c1ccco1)N2)N1CCN(c2ccccn2)CC1 (stereo not drawn),0.9,-0.1,-7,-21,5,13,0.9,-1,1.6,-0.2,1.1
COc1ccc(-c2nc(C3CCCCC3)no2)cc1OC,0.8,1.0,3,-46,-4,20,0.9,-5,-1.1,0.2,1
CCCCCC(=O)NNC(=O)c1ccc(F)cc1,0.9,0.0,1,-2,12,9,1,-12,-0.7,-0.2,1
O=C(CCNS(=O)(=O)c1ccccc1C(F)(F)F)NCc1ccc2c(c1)OCO2,0.9,0.3,-4,.,-1,11,1,-1,-0.2,0.0,1
Cc1ccccc1NC(=O)C1CCCN1C(=O)NC1CCCCC1 (stereo not drawn),0.9,3.2,7,-3,4,6,1,-7,3.1,0.8,1
CC(C)C(=O)Nc1cc(C(F)(F)F)ccc1N1CCOCC1,1,1.3,0,14,23,4,0.9,-5,0.9,-0.2,0.9
CC(=O)c1ccc(N2CCN(C(=O)Cn3c(=S)[nH]c4ncccc4c3=O)CC2)cc1,1,-0.8,-5,-16,6,0,1,3,4.5,0.0,1
Cc1ccc(C)c(OCCn2cc(/C=C(\C#N)C(=O)NCc3cccs3)c3ccccc32)c1,0.8,-6.4,-3,.,-4,21,0.8,-7,6.0,-0.2,0.9
CCCn1c(=O)c2ccccc2n2c(SCc3cc(=O)n4ccsc4n3)nnc12,.,-3.4,-6,-22,.,.,.,2,.,-0.3,.
Cc1ccc(NC(=O)CN(C)CC(=O)Nc2ccccc2-c2ccccc2)cc1,1.1,-2.2,-8,14,10,-8,1.1,27,0.4,-0.2,1
O=C(c1cc2cc(Cl)cc(Cl)c2oc1=O)N1CCOCC1,0.9,0.8,-10,.,10,6,1.1,-9,2.0,-0.3,1
CCS(=O)(=O)c1ccc(NC(=O)c2ccccc2Cl)c(O)c1,0.8,-3.6,4,15,29,21,0.8,-9,1.7,-0.2,0.8
N=c1n(CCO)c2ccccc2n1CCOc1ccccc1,0.9,-0.7,1,5,6,9,1,-2,-1.1,-0.4,1
CC(C)c1ccc2oc(=O)cc(CN3CCN(c4ccccc4)CC3)c2c1,0.8,1.2,-15,39,8,21,1,13,2.0,-0.5,1
O=C(CCCN1C(=O)/C(=C/c2ccccc2Cl)SC1=S)Nc1ccccn1,0.9,-0.3,-11,-14,-14,11,0.9,18,3.6,-0.5,0.8
COc1ccccc1NC(=O)COC(=O)/C=C/c1ccc2c(c1)OCO2,0.9,-0.2,-5,-20,0,13,0.9,10,3.1,-0.4,0.9
Cc1cccc(N2C(=O)CC(N3CCOCC3)C2=O)c1 (stereo not drawn),0.9,-0.6,-5,-4,-3,6,1,-3,0.0,-0.2,1
O=C(COC(=O)c1ccc2c(c1)OCO2)Nc1ncc(Cl)cc1Cl,0.9,0.0,-8,-4,17,12,1,-7,1.5,-0.3,1.1
COc1cccc(Nc2nc(N)nc(C(F)(F)F)n2)c1,0.8,0.1,-3,-6,7,20,0.9,6,-0.9,-0.4,0.9
CCOC1=C/C(=C/c2c(N)n3oc(C)cc3nc2=O)C=CC1=O,0.9,5.2,16,-2,4,7,0.8,2,1.3,0.1,1
CC(=O)N1CCN(c2ccc(NC(=O)c3ccc(C)cc3)cc2)CC1,1.1,3.2,15,.,0,-6,1.1,-2,-0.4,0.1,1
CN(C)CC1CCCCC1OC(=O)c1ccc(Br)cc1 (stereo not drawn),1.1,-0.3,-5,11,-4,-5,1.1,74*,-1.1,0.3,1.2
Cc1cc(N2CCOCC2)nc(NCc2ccccc2)n1,1,-12,-8,5,6,2,1,9,0.3,-0.5,0.9
O=C(O)Cc1ccc(-c2ccccc2)cc1,1,0.6,-7,-16,4,1,1.1,-7,-1.2,-0.4,1.1
O=[N+]([O-])c1ccc(/C=N\N2CCN(c3ccc(Cl)cc3)CC2)cc1,0.9,-3.0,-6,.,9,11,0.9,-1,5.2,-0.4,0.9
COc1ccc(N(CC(=O)NCc2ccco2)S(C)(=O)=O)cc1,0.8,-1.6,-1,-5,10,17,1,-4,0.7,-0.1,1.1
Cc1c(C(c2cccc([N+](=O)[O-])c2O)c2c(C)n(C)n(-c3ccccc3)c2=O)c(=O)n(-c2ccccc2)n1C,1,0.6,14,.,2,5,1,-5,0.5,-0.2,1.1
Cc1nc(CNS(=O)(=O)c2cccs2)cs1,1,-1.1,5,-15,6,4,1.1,-12,2.6,-0.2,1
CCOC(=O)c1c(NC(=O)Cc2cccs2)sc2c1CCCC2,0.7,0.9,-14,-6,0,25,0.8,2,2.2,-0.1,0.9
O=C(CCC(=O)N(CC(=O)NC1CCCCC1)c1ccc2c(c1)OCO2)Nc1ccccn1,0.8,0.3,4,10,1,16,0.8,-4,1.5,-0.2,0.9
COc1ccc(CNC(=O)C2CCCN2S(=O)(=O)c2ccc(F)cc2)cc1 (stereo not drawn),1.2,-0.4,2,-3,12,-23,1.1,-4,0.9,-0.1,1
COc1cc(CC(=O)Nc2sccc2C(N)=O)cc(OC)c1OC,1,0.6,-32,1,7,-4,1,-5,-0.8,-0.5,1.1
COc1ccc(/C(O)=C2\C(=O)C(=O)N(CCN3CCOCC3)C2c2ccccc2OC)cc1 (stereo not drawn),1,0.5,-5,-16,-5,5,1.1,5,0.1,-0.2,1.1
O=C(CNC(=O)c1ccccc1)Nc1ccsc1C(=O)O,1.1,-0.8,-4,-8,12,-9,1,6,2.1,-0.2,1.1
COc1ccc(C(=O)OCC(=O)NC(C)(C)C)cc1[N+](=O)[O-],1,-0.2,-5,6,-4,4,1,-5,1.6,-0.6,1.1
Cc1ccc(S(=O)(=O)NC(CC(=O)NCC2CCCO2)c2ccco2)cc1 (stereo not drawn),0.9,1.5,7,3,-8,8,1,-1,0.3,-0.1,0.9
CCC1=NN2C(=N)/C(=C\c3cccn3-c3c(C)cccc3C)C(=O)N=C2S1,0.6,-1.3,-8,-2,0,38,0.9,2,2.1,-0.1,0.9
O=C(NCCN1CCOCC1)c1ccc2c(c1)N(Cc1ccccc1F)C(=O)c1ccccc1S2,0.9,-0.5,-16,-15,4,9,0.9,100*,3.7,-0.2,1
Cc1cc(N2CCN(C)CC2)nc2ccc(NC(=S)NCCCN3CCc4ccccc4C3)cc12,1,-1.8,-1,-9,-2,-1,0.4,100*,1.4,0.0,0.7
C=CCNc1nc(N2CCOCC2)nc(N2CCOCC2)n1,1.1,-0.4,-1,.,4,-8,1,2,0.2,-0.2,1.1
COc1cccc(C(=O)Nc2cc(-c3cn4cccnc4n3)ccc2C)c1,1,-0.4,-13,-3,3,3,1.2,-3,1.2,0.2,1.3
O=S(=O)(/N=C(/Nc1cccc2ccccc12)c1ccccc1)c1cccs1,0.9,2.5,-5,.,24,12,0.9,43,1.7,-0.1,0.9
Cn1nc(C(=O)N2CCc3ccccc32)c2ccccc2c1=O,0.9,0.1,0,-11,2,8,0.9,-3,2.0,-0.3,0.9
Cc1ccc(C(=O)N2CCN(C(=O)c3ccc(C)c(C)c3)C(C)C2)cc1C (stereo not drawn),.,0.5,-5,8,.,.,.,21,.,-0.1,.
CC(CCc1ccccc1)NC(=O)C(=O)N1CCOCC1 (stereo not drawn),0.9,-0.7,0,-9,17,6,1,-5,2.4,-0.2,1
CCNC(=O)c1ccccc1CCc1ccccc1,0.9,-0.8,-15,-6,4,11,1,0,1.1,-0.2,1
Cc1noc(C)c1CSc1nc2[nH]ncc2c(=O)n1-c1ccccc1,0.9,2.0,4,3,1,8,0.9,0,0.5,0.8,0.9
CCOC(=O)c1sc2nc(N3CCCC3)c3c(c2c1N)CC(C)(C)OC3,0.8,2.0,-7,22,4,15,0.9,6,6.3,-0.3,1.1

# Three compounds from above, arranged by formula weight, rising:
SMILES,Diaphorase act,DTT redox prof,TLR4 MyD88 comp,S1P3 antagonist,G6PDH counter,Diaphorase inh,PMI act satM6P,L major viab,RAM inhibit,Hsp70 activator,PMI act
CC(CCc1ccccc1)NC(=O)C(=O)N1CCOCC1 (stereo not drawn),0.9,-0.7,0,-9,17,6,1,-5,2.4,-0.2,1
Cn1nc(C(=O)N2CCc3ccccc32)c2ccccc2c1=O,0.9,0.1,0,-11,2,8,0.9,-3,2.0,-0.3,0.9
Cc1ccc(C(=O)N2CCN(C(=O)c3ccc(C)c(C)c3)C(C)C2)cc1C (stereo not drawn),.,0.5,-5,8,.,.,.,21,.,-0.1,.
